# Screens deposited in PubChem by PCMD.
# FXIIa inh = blocks human coagulation factor XIIa activity; P00748; purified human FXIIa, AMC substrate fluorescence, 2 h; inhibition, % at 10 µM; 0.2% of 33,000 active; AID 701; in the data active means inhibition above about 30%;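 further: 0% = enzyme with vehicle only and 100% = no enzyme blank; many of its hits are not listed in these tables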
# FXIa inh = blocks human coagulation factor XIa activity; purified human FXIa, fluorogenic AMC substrate cleavage; inhibition, % at 10 µM; 0.3% of 33,000 active; AID 687;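 active means inhibition above 40% in the primary screen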;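 further: 0% = enzyme without compound and 100% = blank wells lacking enzyme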
# Target sequence (P03951 19-387 limits assumed): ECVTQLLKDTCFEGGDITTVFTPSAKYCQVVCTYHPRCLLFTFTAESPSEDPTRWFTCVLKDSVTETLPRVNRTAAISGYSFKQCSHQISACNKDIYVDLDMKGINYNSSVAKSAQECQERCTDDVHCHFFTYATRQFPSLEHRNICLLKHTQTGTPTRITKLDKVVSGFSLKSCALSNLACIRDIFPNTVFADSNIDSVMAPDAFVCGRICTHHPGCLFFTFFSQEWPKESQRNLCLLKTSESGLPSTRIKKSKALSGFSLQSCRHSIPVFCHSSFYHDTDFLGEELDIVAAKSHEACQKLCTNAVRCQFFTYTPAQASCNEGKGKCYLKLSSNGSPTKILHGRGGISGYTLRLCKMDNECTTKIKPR
# Target sequence (P03951 388-625 limits assumed): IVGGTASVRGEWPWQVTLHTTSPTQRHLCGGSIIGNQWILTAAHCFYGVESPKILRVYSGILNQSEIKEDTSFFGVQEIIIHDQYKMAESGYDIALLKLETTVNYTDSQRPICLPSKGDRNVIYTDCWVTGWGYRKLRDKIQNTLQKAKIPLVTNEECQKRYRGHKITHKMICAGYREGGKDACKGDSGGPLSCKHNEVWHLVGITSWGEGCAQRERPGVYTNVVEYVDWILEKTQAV
# The depositor's hits bear a star.
FXIIa inh,FXIa inh,mol
15,-5,Cc1cc(N2CCCCC2)nc(N2CCOCC2)n1
5,-11,O=C1NC(NS(=O)(=O)c2ccc(Cl)cc2)(C(F)(F)F)C(=O)N1Cc1cccnc1 (stereo not given)
1,2,O=C(CN1C(=O)C2C3C=CC(C3)C2C1=O)Nc1nc(SCc2ccc(Cl)cc2)n[nH]1 (stereo not given)
9,-4,COC(=O)CSc1nc2nc(C)c(Br)cc2[nH]1
-16,23,Cn1c(-c2sc3ccccc3c2Cl)n[nH]c1=S
3,-5,Cn1nnc2cc(C(=O)N3CCC(c4ccccc4)C3)ccc21 (stereo not given)
5,2,Nc1nnnn1/N=C/c1ccccn1
5,0,CC1=CC(c2ccc(Cl)cc2)n2nc(N3C(=O)CCC3=O)nc2N1 (stereo not given)
7,-4,COc1ccc(/C(O)=C/c2nc3ccccc3n(-c3ccccc3)c2=O)cc1
0,2,CCCCN(C)CCNS(=O)(=O)c1ccc2c(c1)n(C)c(=O)c(=O)n2C
-1,3,CC1CSc2nc3sc4c(c3c(=O)n21)CCCC4 (stereo not given)
5,3,CC(C)C(=O)c1cc2c(cc1NC(=O)c1cccs1)OCCO2
-1,3,COc1ccccc1-n1c(SCC(N)=O)nc2c(c1=O)SCC2
-13,-4,CC(C)CN1C(=O)c2ccc(NC(=O)c3cccs3)cc2C1=O
-17,3,CCN(CC)C(=O)c1n[nH]c(=O)c2ccccc12
-12,-12,CC1(C)Cc2c(ccc3ccccc23)C(=O)N1
-7,0,Cc1ccc(C(=O)CN(C(=O)c2ccc(Cl)c(Cl)c2)N2C(=O)C3CCCCC3C2=O)cc1 (stereo not given)
5,-1,COC(=O)c1sccc1NC(=O)c1csc2c1CCCC2
4,-6,COCCN1CCn2c(nc3cc(NC(=O)c4cccs4)ccc32)C1
-12,36,C=CCn1c(N)c(C(=O)NCc2ccco2)sc1=S
-2,-6,COCCNC(=O)CN(Cc1ccc(Cl)cc1)S(C)(=O)=O
12,-8,C=CCc1c(C)nc(SC)nc1Nc1ccc(C)cc1
6,4,CCOc1ccccc1C(=O)N(CCC(=O)OC)c1ccccn1
4,-10,CCNC(=O)CSc1nnc(C2CC2)n1-c1ccccc1
5,-5,COCCCNC(=O)c1cc(C)nc2ccc(F)cc12
5,-4,CCc1ccc(/C=c2\s/c(=C\C(=O)C(C)(C)C)[nH]c2=O)cc1
-4,-13,COC(=O)c1cccc(COC(=O)c2cccnc2SC)c1
3,-1,CC(=O)NCC(=O)NC(Cc1ccccc1)C(N)=O (stereo not given)
6,3,CC1CCCN(C(=O)CN2C(=O)c3ccccc3C2=O)C1 (stereo not given)
10,10,CCC(=O)N1CCc2cc(S(=O)(=O)NCCCN3CCN(Cc4ccccc4)CC3)ccc21
7,-7,Cn1cc(Br)c(C(=O)Nc2sc3c(c2C(N)=O)CCC3)n1
1,-1,O=C(Nc1ccc2c(c1)OCO2)N1CCN(c2ccccc2Cl)CC1
7,17,CC1(C)CC(=O)C(C=Nc2ccccc2Sc2ccccc2)=C(O)C1
6,-8,COCCNC(=O)c1cc2ncc(Br)cn2n1
-6,-5,CCOC(=O)c1c(NC(=O)CSc2nnnn2-c2ccccc2)sc2c1CCC(C)C2 (stereo not given)
3,45*,COC(=O)c1[nH]c2ccc(Br)cc2c1NC(=O)CN1CCCc2ccccc21
-8,-3,O=C(NCc1ccccn1)c1cn(Cc2ccccc2)nn1
7,-6,O=C(O)CCCCC1SCC2NC(=O)NC21 (stereo not given)
7,-1,Cc1ccc(-c2ccc(CCC(=O)O)o2)cc1
-2,0,CCc1ccc(NC(=O)N(Cc2cccnc2)Cc2ccco2)cc1
-13,13,Cc1csc(SCC(=O)NC23CC4CC(CC(C4)C2)C3)n1
3,-5,Cc1ccccc1C(=O)NNC(=O)Cc1ccccc1
2,2,CC(=O)N1CCc2cc(S(=O)(=O)NCCCOC(C)C)ccc21
6,0,NC(CO)C(=O)NNCc1ccc(O)c(O)c1O (stereo not given)
11,4,Cn1c(CNC(=O)c2ccc(Cl)cc2)nnc1SCC(=O)Nc1sc2c(c1C#N)CCCC2
5,8,Cc1nn(CC#N)c(=O)n1-c1cccc(F)c1
27,7,Cc1nonc1NCn1nnc2ccccc21
8,-2,Cc1ccc(NC(=O)CN(C)C(=O)CSc2n[nH]c(N)n2)cc1
6,-4,CCOC(=O)C1CCCN(S(=O)(=O)c2cccc3cccnc23)C1 (stereo not given)
4,7,CC[C@H]1OC(=O)C[C@@H](O)[C@H](C)[C@@H](O[C@@H]2O[C@H](C)C[C@H](N(C)C)[C@H]2O)[C@@H](CC=O)C[C@@H](C)C(=O)C=C[C@]2(C)O[C@H]2[C@@H]1C
3,11,CNC(=O)CSc1nc(N)c2c3c(sc2n1)CCC3
9,7,COc1ccc(S(=O)(=O)N(C)CC(=O)Nc2cccc(C(C)=O)c2)cc1C
7,-8,COc1cc(/C=N/NC(=O)CCc2c(C)n[nH]c2C)cc(OC)c1OC
8,-5,Cc1[nH]c2ccccc2c1NC(=O)CN1CCN(Cc2ccc3c(c2)OCO3)CC1
4,2,O=C(CC1CCCCC1)OCn1nnc2ccccc2c1=O
1,-4,CC(C(=O)N(C)C)N(C#N)c1nc(N(C)C)nc(N(C)C)n1 (stereo not given)
10,1,Cc1cc(C)c2[nH]c(=O)c(C(c3nnnn3Cc3ccc4c(c3)OCO4)N3CCC(C)CC3)cc2c1 (stereo not given)
-8,16,COc1ccc(Nc2nc3ccccc3nc2-n2nc(C)cc2C)cc1
-15,21,CCOc1cc(C(c2c(C)[nH][nH]c2=O)c2c(C)[nH][nH]c2=O)ccc1OS(=O)(=O)c1ccccc1
-12,25,CCNc1nc(OCCNC(C)=O)nc(N(C)C)n1

# Random excerpt: 2 compounds from above, in no set order.
FXIIa inh,FXIa inh,mol
9,7,COc1ccc(S(=O)(=O)N(C)CC(=O)Nc2cccc(C(C)=O)c2)cc1C
-15,21,CCOc1cc(C(c2c(C)[nH][nH]c2=O)c2c(C)[nH][nH]c2=O)ccc1OS(=O)(=O)c1ccccc1

# The listing picks up, starting 5 compounds before the break.
FXIIa inh,FXIa inh,mol
1,-4,CC(C(=O)N(C)C)N(C#N)c1nc(N(C)C)nc(N(C)C)n1 (stereo not given)
10,1,Cc1cc(C)c2[nH]c(=O)c(C(c3nnnn3Cc3ccc4c(c3)OCO4)N3CCC(C)CC3)cc2c1 (stereo not given)
-8,16,COc1ccc(Nc2nc3ccccc3nc2-n2nc(C)cc2C)cc1
-15,21,CCOc1cc(C(c2c(C)[nH][nH]c2=O)c2c(C)[nH][nH]c2=O)ccc1OS(=O)(=O)c1ccccc1
-12,25,CCNc1nc(OCCNC(C)=O)nc(N(C)C)n1
14,2,COC(CNC(=O)c1cc(C)nn1-c1ccccc1)OC
-11,11,c1ccc(Cc2nc3ccccc3o2)cc1
6,-10,Cc1cc(C)c(NC(=O)C2CCCCN2C)c(C)c1 (stereo not given)
5,2,CNS(=O)(=O)c1cccc(C(=O)NCC(c2cccs2)N(C)C)c1 (stereo not given)
5,2,COc1ccc(Cc2nnc(SC)[nH]c2=O)cc1OC
-19,-14,CCOC(=O)Cn1c(=NC(=O)CSC(C)=O)sc2cc(F)ccc21
8,1,Cc1ccc(N=Cc2nc(-c3ccco3)oc2O)cc1
-11,-13,CC(=O)Nc1nnc(S(N)(=O)=O)s1
3,-2,O=C(CN1CCCN(Cc2ccc(F)cc2Cl)C1=O)NC1CCCCCCC1
5,1,CCCOc1cccc(C2/C(=C(/O)c3ccccc3)C(=O)C(=O)N2CCN(C)C)c1 (stereo not given)
-2,-5,O=C(Nc1ccc(Cl)cc1)[C@@H]1[C@@H]2C(=O)N(c3ccc4ccccc4c3)C(=O)[C@@H]2[C@H]2C=CC=NN21
7,-2,FC(F)(F)c1cccc(NCc2cn3cccnc3n2)c1

# Exported as comma-separated lines: 5 of the compounds above
smiles,FXIIa inh,FXIa inh
CNS(=O)(=O)c1cccc(C(=O)NCC(c2cccs2)N(C)C)c1 (stereo not given),5,2
COc1ccc(Cc2nnc(SC)[nH]c2=O)cc1OC,5,2
CCOC(=O)Cn1c(=NC(=O)CSC(C)=O)sc2cc(F)ccc21,-19,-14
Cc1ccc(N=Cc2nc(-c3ccco3)oc2O)cc1,8,1
CC(=O)Nc1nnc(S(N)(=O)=O)s1,-11,-13

# Other entries
FXIIa inh,FXIa inh,mol
4,-2,COc1ccc(NC(=O)CSc2nnc(-c3ccccc3)n2Cc2ccco2)cc1OC
1,7,CC(C)(C)OC(=O)NCCc1nnc(SCc2c(Cl)cccc2Cl)o1
2,5,CCCc1cc(=O)[nH]c(=S)[nH]1
-1,-6,CCC(=O)OCCNc1cc(Sc2nc3ccccc3s2)c2nonc2c1[N+](=O)[O-]
-2,-4,CC(=O)c1coc2c1cc(O)c1ccccc12
-13,-1,COc1ccc(C(c2nnnn2C(C)(C)C)N2CCN(c3nc4ccccc4s3)CC2)cc1OC (stereo not given)
6,-8,COC(=O)C(C)N(c1ccc(C)cc1)S(=O)(=O)c1c(C)[nH]c(=O)[nH]c1=O (stereo not given)
2,4,COc1ccc(-n2cnc3cc(NS(=O)(=O)c4ccc(C)cc4)ccc32)cc1
-8,-6,CC(C)OC(=O)CC(=O)CSc1nc2c(cc1C#N)CCC2
7,-1,Cc1cc(=O)oc2cc(OCC(=O)NCc3ccncc3)ccc12
3,1,CCOC(=O)N1CCN(C(=O)CSc2nnc(CNC(=O)c3ccccc3F)o2)CC1
-10,0,CCCCC1CCC(C(=O)NC2CCS(=O)(=O)C2)CC1 (stereo not given)

# Part of the list above, tab-delimited:
compound	FXIIa inh	FXIa inh
CCC(=O)OCCNc1cc(Sc2nc3ccccc3s2)c2nonc2c1[N+](=O)[O-]	-1	-6
CC(=O)c1coc2c1cc(O)c1ccccc12	-2	-4

# Additional results follow.
FXIIa inh,FXIa inh,mol
2,-4,COC(=O)c1ccccc1NC(=O)CSc1ccc(C)cc1
4,-7,CCOC(=O)C1=C(CN2CCc3ccccc32)NC(=O)NC1c1ccc(Cl)cc1 (stereo not given)
4,-5,COc1ccc(-c2csc(Nc3ncccc3C)n2)cc1OC
7,-6,C=CCc1c(C)nc(C)nc1N/N=C/c1ccccc1
-9,20,Cc1ccccc1Cn1ccc(NC(=O)c2cnn3c2NC(c2ccccc2)CC3C(F)(F)F)n1 (stereo not given)
4,-4,CCCCOC(=O)c1c(C)oc2ccc(NS(=O)(=O)c3ccc4c5c(cccc35)C(=O)N4)cc12
2,0,C=CCc1cccc(CNc2nc3ccccc3n2CCN2CCOCC2)c1O
1,-4,Cc1ccc(NC(=O)c2sccc2-n2cccc2)c(C)c1
4,-1,O=C(CSc1ccccc1)N1CCc2ccccc21
3,0,CCOc1ccc(NC(=O)CC2NCCNC2=O)cc1 (stereo not given)
-12,0,Cc1ccccc1NC(=O)N1CCCC(c2nc(-c3ccc(F)cc3)no2)C1 (stereo not given)
8,-6,CC(C)C[C@H](NC(=O)OC(C)(C)C)c1nnc(SCc2ccccc2)o1
7,-7,CC(=O)n1cc(/C=N/NC(=O)c2sc(C)nc2C)c2ccccc21
9,0,CCCOc1ccc(C(=O)C(c2ccccc2)N2CCOCC2)cc1 (stereo not given)
-6,-6,Cc1sc2ncnc(N3CCCCC3)c2c1C
9,-7,N#Cc1ccc(-n2nccc2-c2cnc3n(c2=O)CCS3)cc1
8,-2,CC(CCc1ccccc1)NC(=O)CN1CCN(Cc2ccc(Cl)cc2)C1=O (stereo not given)
3,2,CC1(C2(O)CC(c3ccccc3)ON2)CCCCC1 (stereo not given)
3,7,O=C(NCc1ccc(Cl)cc1)c1cnn2ccccc12
8,4,COc1cc(CO)cc(Br)c1OCC(=O)N1CCCCC1
2,0,Cc1c(NC(=O)C2CC(c3c(F)cccc3Cl)=NO2)c(=O)n(-c2ccccc2)n1C (stereo not given)
11,-3,Cc1cc(NC(=O)c2ccc(NC(=O)C(C)C)cc2)no1
1,-3,CCN1CCN(C(C)C(=O)Nc2c(C)n(C)n(-c3ccccc3)c2=O)CC1 (stereo not given)
9,4,Cc1ccc(-c2cc(C(F)F)n3ncc(C(=O)N4CCN5CCCC5C4)c3n2)cc1 (stereo not given)
5,-9,C=CCNC(=O)NC(=O)COC(=O)/C(C#N)=C/c1cc(C)n(CCC(C)C)c1C
6,0,Cc1sc(NC(=O)c2ccco2)c(C(c2cccnc2)N2CCC(C)CC2)c1C (stereo not given)
14,0,CCOCCn1c(N(C)Cc2ccccc2)nc2c1c(=O)[nH]c(=O)n2C
10,9,O=C(Nc1cc(S(=O)(=O)N2CCOCC2)ccc1Cl)C(=O)c1c(-c2ccccc2)cc2ccccn12
2,-1,CCSc1nc2ccccc2n1C(=O)Oc1ccccc1
5,4,C=CCOC(=O)C1=C(C)Nc2nnnn2C1c1cccs1 (stereo not given)
-7,-5,CN(C)CCOC(=O)C12CC3(C)CC(C)(CC(C)(C3)C1)C2
6,7,O=C(CSc1nccn1-c1ccc(Cl)cc1)NCc1ccc2c(c1)OCO2
-15,2,CCOC(=O)C1CCN(C(=O)Cn2cc(C(=O)C3CC3)c3ccccc32)CC1
11,2,CCNC(=O)CCSc1nc2cc(Cl)ccc2o1
-12,29,CCOC(=O)CCc1c(C)c(C#N)c2nc3ccccc3n2c1-n1cnc2ccccc21
-3,-7,COC(=O)c1c(C(=O)OC)c(-c2ccc(C)cc2)n2c1CS(=O)(=O)C2
-5,-6,C=CCNc1nnc(SC2CC(=O)N(c3ccc(OCCC)cc3)C2=O)s1 (stereo not given)
7,4,O=C(Nc1ccccc1Cl)N1CCn2c(nc3ccccc32)C1
9,2,CC(C)(C)c1cc(N/C=C\c2nnnn2-c2ccc(Br)cc2)no1
7,8,Cc1ccc2c(c1)-c1c(cnn1CC(=O)N(Cc1ccco1)C1CCCCC1)CO2
-8,19,Cc1ccc2c(c1)N=C(c1ccc(Cl)cc1)CO2
-2,-4,CCN1CCN(S(=O)(=O)c2cccs2)CC1
2,4,CCOC(=O)N1CCC(NC(=O)C2CCN(S(=O)(=O)c3cccs3)CC2)CC1
9,0,CN(c1cccc(NC(=O)CCSc2ccccc2)c1)S(C)(=O)=O
4,-6,COC(=O)c1sccc1NC(=O)CCC1CCCCC1
6,4,CC(C)(C)C1CCc2onc(C(=O)Nc3cccc(O)c3)c2C1 (stereo not given)
-1,-9,COc1ccc(CNC(N)=O)cc1OC
12,7,Cc1cccc(OCC(=O)N(C)CCc2ccccn2)c1
13,-9,CCCCN(CCCC)S(=O)(=O)c1ccc(NC(=O)Cc2cccs2)cc1

# Some of the compounds tested (hit frequency here may not be typical).
